# BoNT A protease: BoNT/A light chain protease inhibitors, primary screen, biochemical, flow cytometry, MLPCN library; Botulinum neurotoxin type A light chain protease (Clostridium botulinum A str. ATCC 3502); multiplex microsphere protease substrate cleavage; inhibition, % at 10 µM; 360,000 compounds, 0.17% hits; AID 588499, 2011; in the data active = inhibition above about 30%; inconclusive = no clear call, values can overlap the other calls; also: plate controls were buffer without enzyme for full effect and enzyme alone for no effect
# FBA Mtb inh: Mtb FBA enzyme inhibitors, primary screen, biochemical, fluorescence, strain H37Rv; Fructose-bisphosphate aldolase (Mycobacterium tuberculosis (strain ATCC 25618 / H37Rv)), …; purified M. tuberculosis FBA, fluorescence read-out; inhibition, % at 1 µM; 360,000 compounds, 2.3% hits; AID 588726, 2011; in the data active = inhibition above about 27%;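 also: 0% = vehicle and 100% = reference inhibitor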
# Target sequence (P9WQA3 whole entry, looked up): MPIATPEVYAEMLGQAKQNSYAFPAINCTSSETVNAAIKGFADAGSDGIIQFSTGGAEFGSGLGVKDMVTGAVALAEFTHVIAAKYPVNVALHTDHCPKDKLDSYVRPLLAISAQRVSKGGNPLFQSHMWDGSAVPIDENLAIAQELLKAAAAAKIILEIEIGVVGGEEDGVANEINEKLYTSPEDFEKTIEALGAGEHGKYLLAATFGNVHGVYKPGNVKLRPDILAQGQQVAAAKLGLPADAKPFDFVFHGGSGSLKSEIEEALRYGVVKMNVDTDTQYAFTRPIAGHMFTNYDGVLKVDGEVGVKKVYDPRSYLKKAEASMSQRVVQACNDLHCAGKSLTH
# GDH-TPI counter: GDH-TPI coupling enzyme inhibitors, primary screen, artefact control for M. tuberculosis FBA inhibitor project, biochemical, absorbance, full deck. AID 588335, 2011. inhibition, % at 4.8 µM. 360,000 compounds, 1.2% hits. GDH-TPI coupled enzyme counterscreen, NADH absorbance;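 also: 0% = DMSO wells and 100% = wells lacking the enzyme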
# FadD28 FP inh: inhibitors of FadD28 bisubstrate probe binding, primary screen, biochemical, fluorescence polarization, single point. Mycobacterium tuberculosis FadD28 fatty-acid-AMP ligase. inhibition, % at 12.5 µM. 360,000 compounds, 0.22% hits; in the data active = inhibition above about 8.5%, passing the limit was not always enough; inconclusive = no clear call, values can overlap the other calls
# Mtb UGM inh: M. tuberculosis UGM enzyme inhibitors, primary screen, biochemical, fluorescence polarization, single point | 320,000 compounds, 0.06% hits | inhibition, % at 10 µM | UDP-galactopyranose mutase (Mycobacterium tuberculosis (strain ATCC 25618 / H37Rv)), … | AID 504406, 2011 | purified UGM, fluorescence polarization probe displacement; in the data active = inhibition above about 10%, passing the limit was not always enough; inconclusive = no clear call, values can overlap the other calls
# Target sequence (P9WIQ1 whole entry, looked up): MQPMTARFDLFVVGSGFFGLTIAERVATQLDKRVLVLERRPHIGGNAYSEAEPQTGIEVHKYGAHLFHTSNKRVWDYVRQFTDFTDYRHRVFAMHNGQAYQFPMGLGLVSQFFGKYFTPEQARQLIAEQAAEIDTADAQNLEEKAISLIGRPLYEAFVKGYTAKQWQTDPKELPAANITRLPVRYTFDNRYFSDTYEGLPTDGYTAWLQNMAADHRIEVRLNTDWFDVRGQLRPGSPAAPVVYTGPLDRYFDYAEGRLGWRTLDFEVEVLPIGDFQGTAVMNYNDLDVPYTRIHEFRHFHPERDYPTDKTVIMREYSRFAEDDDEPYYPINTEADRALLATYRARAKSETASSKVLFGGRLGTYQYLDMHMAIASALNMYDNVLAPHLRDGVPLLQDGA
# BoNT F protease: BoNT/F light chain protease inhibitors, primary screen, biochemical, flow cytometry, MLPCN library; Botulinum neurotoxin type F light chain protease (Clostridium botulinum); Multiplex microsphere protease cleavage assay; inhibition, % at 10 µM; 360,000 compounds, 0.22% hits; in the data active = inhibition above about 35%, passing the limit was not always enough; inconclusive = no clear call, values can overlap the other calls; also: plate controls were buffer without enzyme for full effect and enzyme alone for no effect
# BioA inh: M. tuberculosis BioA enzyme inhibitors, primary screen, biochemical, plate reader, single point, HTS. 7,8-diaminopelargonic acid synthase BioA (Mycobacterium tuberculosis). 360,000 compounds, 0.096% hits. purified M. tuberculosis BioA enzyme. inhibition, % at 9.99 µM; in the data active = inhibition above about 40%; inconclusive = no clear call, values can overlap the other calls
# CCHF vOTU inh: CCHFV vOTU protease inhibitors, primary screen, biochemical, Pep-AMC substrate, fluorescence; 370,000 compounds, 0.55% hits; inhibition, % at 11.5 µM; also: 0% = vehicle wells with enzyme and 100% = no enzyme wells
# PrPC TRFRET: inhibitors of human cell surface prion protein PrPC, primary screen, cell-based, TR-FRET; 370,000 compounds, 0.43% hits; Major prion protein (Homo sapiens), P04156; inhibition, % at 13.8 µM; TR-FRET read-out; AID 720596, 2013; in the data active = inhibition above about 24%; also: 0% = median of the test wells and 100% = reference compound wells
# Active calls of the source: *; ? = inconclusive; · = not tested or not shown; & = joins results of further samples. Rule as the data show it, unless noted: active = inhibition above about 30%; inactive = the rest.
SMILES,BoNT A protease,FBA Mtb inh,GDH-TPI counter,FadD28 FP inh,Mtb UGM inh,BoNT F protease,BioA inh,CCHF vOTU inh,PrPC TRFRET
Cc1ccc(N(CC(O)CN2CCCCC2)S(=O)(=O)c2ccccc2[N+](=O)[O-])cc1 (stereo not drawn),0.0,-2,-3,-3.6,5.1,-2,·,4,-8
Cn1ncc([N+](=O)[O-])c1C(=O)Nc1nccs1,2.5,-3,-2,-0.1,-2.2,23,·,-19,-3
COc1ccc2[nH]c3c(c2c1)CCN1C(=O)C(CC(=O)NC(C)(C)C)C[C@H](C(=O)N(C(C)C)C(C)C)[C@@]31C (stereo partly drawn),-0.5,3,6,2.4,·,-9,-0.7,10,0
CN(C)C(=O)C1CCC(=O)N1Cc1cccs1 (stereo not drawn),-0.6,-8,-2,-3.1,-1.9,2,·,9,-2
CCOC(=O)NC(=O)c1cn(Nc2ccccc2)c(=O)[nH]c1=O,-0.3,4,7,0.7,0.4,1,·,4,8
O=NN(CC(=O)NNc1ccccc1)CC(=O)NNc1ccccc1,0.2,-1,·,-2.4,·,1,-1.8,2,18
CCc1ccc(/C=C2/SC(=S)N(CCC(=O)Nc3cccc(C(=O)O)c3)C2=O)cc1,4.0,8,-5,5.0,4.2,8,-7.0,8,0
COc1ccc(-c2nc(S(=O)(=O)c3ccccc3)c(NCCCN3CCOCC3)o2)cc1,0.5,1,3,-1.6,-5.4,-8,2.3,8,0
COc1ccc(NC(=O)Nc2cccc3c2O[C@H](CN(C)S(=O)(=O)c2ccccc2)[C@@H](C)CN([C@H](C)CO)C3=O)cc1,-0.2,1,1,-0.8,2.8,5,-2.1,3,2
Cc1ccccc1-c1nnc(SCC(=O)NC2CCCC2)n1C,-1.0,0,3,-1.2,-1.1,0,1.5,4,-7
CCn1cc(C(C)(C)C)c(C#N)c1NC(C)=O,-0.3,-1,1,-1.1,0.4,-7,-1.9,4,5
CNc1cc(NS(=O)(=O)c2ccc(N)cc2)nc(NC)n1,-0.9,0,14,-1.7,-0.8,-3,-0.8,-4,2
CCN(CC)CCn1c2ccccc2c2nc3ccccc3nc21,8.1,1,19,-3.3,-1.4,-4,5.8,-5,3
CCc1ccc(NC(=O)c2cc(-c3ccc4c(c3)OCO4)on2)cc1,0.2,13,7,-0.1,2.3,5,-0.8,-1,1
Cc1ccc(NC(=O)c2ccco2)c(NC(=O)C2CCCO2)c1 (stereo not drawn),-1.2,-6,6,-0.8,6.2,-4,-0.1,-4,2
C[C@@H](NC(=O)[C@@H]1CCCN1C(=O)[C@@H]1CCCN1)c1ccccc1,0.7,·,·,·,·,5,·,-5,-1
O=C1COc2ccc(S(=O)(=O)N3CCN(c4cccc(C(F)(F)F)c4)CC3)cc2N1,-1.5,-1,4,-3.9,2.1,2,-1.2,-9,-1
O=C(O)c1n[nH]c2ccccc12,1.7,5,10,-0.6,-0.8,6,-0.9,-1,-1
CCN1CCN(C(=O)c2ccccc2Nc2ccc(SC(F)F)cc2)CC1,-0.2,-1,-1,-4.1,-2.9,2,0.6,2,0
O=c1[nH]c2ccccc2nc1N1CCOCC1,0.4,-2,26,0.0,-0.2,-14,-2.0,3,2
CC(C)(CNC(=O)c1ccc(S(=O)(=O)Nc2ccc(Cl)cc2)cc1)N1CCOCC1,-0.4,-1,-5,-0.2,3.8,-8,0.2,7,-7
CC1(C(=O)NC2CCCC2)CCC(=O)N1Cc1ccccc1 (stereo not drawn),?,-1,-1,-0.8,3.2,0,-0.5,4,2
NC(=O)c1nsc(C(=O)N(c2ccc3c(c2)OCCO3)C(C(=O)NCC2CCCO2)c2ccc(F)cc2)c1N (stereo not drawn),-0.6,2,11,-0.7,1.2,14,-0.3,-1,-3
Cc1ccc(C)c2[nH]c(=O)c(CN(CCN3CCOCC3)Cc3nnnn3CC3CCCO3)cc12 (stereo not drawn),0.4,5,18,-2.9,0.2,6,-0.2,7,-7
CC(C(=O)NCC1CCCO1)N1C(=O)C2C3CC(C(Br)C3Br)C2C1=O (stereo not drawn),?,2,5,-3.4,0.7,?,-0.2,-10,-4
Cc1cnc(C(=O)OCC(=O)c2ccc[nH]2)cn1,?,-1,-3,-2.1,-0.2,?,-1.1,-2,-2
C/C(=C\C(=O)c1ccc(Br)cc1)Nc1cccc(Cl)c1,-0.8,-4,18,-0.2,0.5,-10,0.4,7,-1
CCCOC(=O)/C(C(N)=NCc1ccccc1)=C(\O)OCCC,0.1,-5,-1,-1.8,-1.0,0,2.9,16,8
O=C(CC(NS(=O)(=O)c1ccc(Cl)cc1)c1ccco1)NC1CCCC1 (stereo not drawn),0.1,5,6,-2.8,1.1,8,-0.5,·,·
O=C1C2C3C=CC(C3)C2C(=O)N1c1n[nH]c(-c2ccccc2)n1 (stereo not drawn),-0.9,-1,0,-1.9,0.4,0,-0.7,8,1
CCN1C(=O)/C(=C2\C=Cc3ccccc3N2CC)SC1=S,-1.4,0,7,-2.7,3.0,-23,·,4,-17
C(=N\Nc1nc2ccccc2[nH]1)/c1ccc2ncccc2c1,0.6,2,33*,-1.6,0.4,-18,0.0,6,-21
CCNC(=O)C1(C)CCN(C(=O)c2cc(F)cc(F)c2)C1 (stereo not drawn),0.4,0,5,0.0,·,-6,-3.1,7,-3
COc1ccc(-c2noc(CCC(=O)NC3CCCCCC3)n2)cc1,0.4,-1,0,-2.6,1.1,-3,-1.0,12,5
COC(=O)c1ccc(CNC(=O)C23CC4CC(CC(C4)C2)C3)cc1,0.0,-1,-13,-4.2,2.4,2,1.3,-5,0
COc1ccc(-c2nc3ccc(C)cn3c2NCc2ccc3c(c2)OCO3)cc1,0.4,9,6,0.5,-1.1,-4,0.1,-24,-2
Cc1ccc(S(=O)(=O)N2CCCCC2)cc1NC(=O)COC(=O)c1ccc(=O)[nH]c1,-2.5,0,3,-2.0,-2.1,0,-0.3,-4,-1
Cc1cccc(NC(=O)c2nc[nH]c2C(=O)N[C@@H](CC(C)C)C(=O)OCc2ccccc2)c1,-0.4,0,2,-3.6,-4.9,0,-2.4,28,5
CCOc1ccccc1-n1c(SCC(=O)NCc2ccco2)nnc1-c1ccncc1,0.8,-11,9,-0.8,0.8,2,3.0,1,-4
Cc1cccc(OCCSc2cc(C)nc(N)n2)c1,·,-1,0,-1.6,0.8,·,3.1,11,0
Cn1c(=NC(=O)CN2C(=O)C3CC=CCC3C2=O)sc2ccccc21 (stereo not drawn),0.6&-0.9,0&-1,4&7,-0.2&-1.6,4.6,26&-17,0.5,7&-4,7&8
O=C(COC(=O)[C@@H]1CC(O)CN1S(=O)(=O)c1ccccc1[N+](=O)[O-])c1ccccc1 (stereo partly drawn),-0.1,-4,3,-2.6,4.3,-2,-0.9,2,-7
COc1ccc(C(=O)Nc2ccc3c(c2)OCO3)cc1OC,-0.1,1,4,-0.7,-0.5,-8,2.3,13,15
O=C1Nc2cc(C(=O)NCCCN3CCCC3)ccc2S/C1=C/c1ccccc1F,1.5,2,11,-16,-0.4,-6,-0.1,10,-19
COc1cc(/C=C/C(=O)OCC(=O)NC(=O)NC(C)C)ccc1OCC#N,-0.2,15,9,-0.4,2.9,-10,1.8,4,-6
CCOC(=O)C1=C[C@@H](CC)N(S(=O)(=O)c2ccc([N+](=O)[O-])cc2)[C@H]1c1ccccc1,-0.2,-2,·,-2.6,·,0,-0.5,4,-15
Cc1ccc(NC(=O)CCc2c(C)nn(-c3ccc(N4CCOCC4)nn3)c2C)c(C)c1,11,4,9,-1.7,-1.7,?,0.0,11,0
CSc1ccccc1NC(=O)CN(C)CC(=O)Nc1ccccc1N1CCOCC1,-0.7,1,-1,-2.8,·,2,·,-7,5
CN(C)CCNCCCNc1c2ccccc2nc2cccc([N+](=O)[O-])c12,0.2,1,6,-0.1,·,-84,·,-8,-13
CC1Cc2cc(/C(O)=C3/C(=O)C(=O)N(CC4CCCO4)C3c3ccco3)ccc2O1 (stereo not drawn),0.5,-2,20,-1.2,1.0,-3,-1.4,16,11

# Profiles from above.
# O=C1Nc2cc(C(=O)NCCCN3CCCC3)ccc2S/C1=C/c1ccccc1F reads BoNT A protease = 1.5; FBA Mtb inh = 2; GDH-TPI counter = 11; FadD28 FP inh = -16; Mtb UGM inh = -0.4; BoNT F protease = -6; BioA inh = -0.1; CCHF vOTU inh = 10; PrPC TRFRET = -19
# CCOC(=O)C1=C[C@@H](CC)N(S(=O)(=O)c2ccc([N+](=O)[O-])cc2)[C@H]1c1ccccc1 reads BoNT A protease = -0.2; FBA Mtb inh = -2; GDH-TPI counter = ·; FadD28 FP inh = -2.6; Mtb UGM inh = ·; BoNT F protease = 0; BioA inh = -0.5; CCHF vOTU inh = 4; PrPC TRFRET = -15

# Later entries:
SMILES,BoNT A protease,FBA Mtb inh,GDH-TPI counter,FadD28 FP inh,Mtb UGM inh,BoNT F protease,BioA inh,CCHF vOTU inh,PrPC TRFRET
Cc1noc(C)c1C(=O)N1CCN(S(=O)(=O)c2ccc(F)cc2)CC1,-0.5,1,-1,-0.2,3.0,-5,·,-16,0
COc1ccc(N(CC(=O)NCc2ccccc2C)S(=O)(=O)c2ccc(C)cc2)cc1OC,-1.0,-2,10,·,3.6,-2,0.4,14,-6
CCc1ccc(OCc2nnc(NC(=O)c3cccs3)s2)cc1,0.0,2,13,-1.1,-0.1,-20,-0.6,0,4
CN(C)c1ccc(C(=O)N/N=C/c2ccccn2)cc1,-0.1,1,35*,0.9,1.5,-2,-0.9,11,-1
N#C/C=C/C#N,-2.0,-1,-3,-4.4,2.5,-21,-0.9,10,5
O=C(COC(=O)CCSc1ccccc1)NCc1ccccc1Cl,0.4,0,-2,-4.4,0.4,-1,·,5,6
CCc1cc(C(=O)OC)c(NC(=O)CCC(=O)O)s1,0.8,2,15,-2.3,2.6,0,-0.6,4,-2
O=C(NC1CCS(=O)(=O)C1)c1ccccc1Cl (stereo not drawn),0.8,-1,6,-3.0,0.3,9,-2.2,-6,2
CC(=O)N1CCCc2cc(S(=O)(=O)N3CCCC3)ccc21,-1.9,6,6,-1.2,-2.2,2,-1.4,-4,-3
Cc1ccc(S(=O)(=O)NCCNC(=O)c2ccccc2)cc1,-0.3,1,8,0.6,-0.9,-8,0.2,0,6
CC(C)(C)n1nc(Cc2cccc3ccccc23)c(C#N)c1N,-0.1,0,0,-4.8,-2.7,-8,-1.2,-2,1
COc1cccc(CNC(=O)[C@@H]2CCCN2C(=O)[C@H]2CCCCN2)c1,-0.2,·,·,·,·,-8,·,10,3
O=C(CSc1nc2c([nH]c3ccccc32)c(=O)n1-c1cccc(Cl)c1)N1CCOCC1,-1.4,5,8,1.5,3.4,-1,-0.9,1,-3
COc1cccc(NS(=O)(=O)c2ccc(S(=O)(=O)N3CCOCC3)cc2)c1,-2.7,2,9,-0.4,-1.4,-6,-1.1,0,2
CC(C)c1nc(SCC(=O)Nc2ccc(N(C)C)cc2)c2ccccc2n1,-0.7,-3,-1,-1.5,0.4,-3,·,9,79*
CCCCn1c(NCc2ccc(OC)cc2O)nc2ccccc21,0.2,-1,1,-2.3,·,-2,0.6,12,1
O=C(CCc1ccccc1)Nc1nccs1,-0.8,0,-1,-2.5,0.4,-1,-2.3,-11,8
O=C(Cc1c(F)cccc1Cl)NNC(=O)c1ccccc1Cl,·,-1,3,0.0,-0.5,·,-0.4,11,0
COc1ccc(S(=O)(=O)N2CCOCC2)cc1N=Nc1sc(N)nc1-c1ccccc1,-0.5,-17,8,1.1,1.2,-9,·,-1,-11

# Screening data deposited in PubChem BioAssay by several laboratories.
